Screening results as filed in PubChem BioAssay.
Scp-1 inhibitor: Scp-1 phosphatase inhibitors, primary screen, biochemical, colorimetric, uHTS; Carboxy-terminal domain RNA polymerase II polypeptide A small phosphatase 1 (Homo …; Recombinant Scp1, phosphopeptide, malachite green phosphate absorbance; inhibition, % at 20 µM; hit rate 0.88% among 340,000;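 active means inhibition above about 50% at 20 µM, limit read from the data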;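 further: plate controls were DMSO wells with enzyme for no effect and wells lacking enzyme for full effect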
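Material: truncated SCP-1 phosphatase (76-261aa) / Buffer or medium: 50 mM Tris acetate pH 5.5, 0.005% Tween-20, 10 mM MgCl2 / Compound dosing: one concentration, 20 µM, with 1.0% DMSO / Incubation: 45 min room-temperature reaction, 5 min colour, 30 min stabiliser / Detection: colorimetric free-phosphate detection, absorbance 630 nm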
Rin1 Abl inh: inhibitors of Rin1-Abl protein binding, primary screen, biochemical, TR-FRET. Tyrosine-protein kinase ABL1 (Homo sapiens) + Ras and Rab interactor 1 (Homo sapiens), …. inhibition, % at 7.35 µM. hit rate 0.4% among 360,000. AID 588664, 2011; in the data active means inhibition above about 5%, passing the limit was not always enough
LMPTP block: LMPTP phosphatase inhibitors, primary screen, biochemical, fluorescence intensity, uHTS; Low molecular weight phosphotyrosine protein phosphatase (Homo sapiens), P24666; recombinant LMPTP-A, OMFP fluorogenic substrate; inhibition, % at 20 µM; hit rate 0.22% among 360,000;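 active means compounds that cut the enzyme signal by at least half of the control window in the single-dose screen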;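 further: plate controls were DMSO wells with enzyme plus substrate for no effect and substrate without enzyme for full effect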
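Material: LMPTP-A; amount: 0.625 nM enzyme; doses: single 20 µM dose; times: reaction 50 min, room temperature, dark; technique: fluorescence intensity of OMFP turnover product; benchmarks: no-enzyme and uninhibited controls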
DNMT1 inh: human DNMT1 methyltransferase inhibitors, primary screen, biochemical, molecular beacon, fluorescence, HinP1I cleavage, uHTS. DNA (cytosine-5)-methyltransferase 1 (Homo sapiens), P26358. inhibition (reported as % activation of signal), % at 10 µM. hit rate 0.83% among 360,000; in the data active means inhibition above about 50%
STEP block: STEP phosphatase inhibitors, primary screen, biochemical, fluorescence intensity, uHTS; Tyrosine-protein phosphatase non-receptor type 5 (Homo sapiens), P54829; recombinant STEP, OMFP fluorogenic substrate; inhibition, % at 20 µM; hit rate 0.25% among 360,000;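 active means inhibition at 20 µM, scaled per plate between control wells, above about 37%, limit read from the data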;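 further: 0% = DMSO with enzyme and substrate and 100% = substrate only without enzyme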
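Measure: Control-normalized % inhibition with plate pattern correction | Test system: STEP phosphatase, cell-free reaction | Medium: pH 6.0 Bis-Tris with DTT and Tween 20 | Technique: Fluorescence, 480/540 nm | Times: Reaction 20 min, ambient temperature | Doses: Single compound dose of 20 µM, 1% DMSO final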
Rpn11 block: Rpn11 (PSMD14) deubiquitinase inhibitors, primary screen, biochemical, fluorescence polarization, uHTS. human 26S proteasome, Ub4-pepOG fluorescence polarization; 20S core pre-blocked with epoxomicin. calls only at 20 µM. hit rate 0.59% among 360,000. AID 588493, 2011;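 active means inhibition at 20 µM, scaled to each plate's controls, above about 33%, limit read from the data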
NadD block: inhibitors of S. aureus NadD, primary screen, biochemical, colorimetric, uHTS; purified NadD enzyme, colorimetric absorbance read-out; inhibition, % at 20 µM; hit rate 0.78% among 360,000; in the data active means inhibition above about 26%; further: some compounds past the cut are filed as inactive
SUMO1-SIM PPI: modulators of SUMO1 protein-protein interactions, primary screen, biochemical, uHTS | Small ubiquitin-related modifier 1 (Homo sapiens), P63165 | SUMO1 binding to a labelled peptide, TR-FRET, 1 h | inhibition, % at 20 µM | hit rate 0.33% among 360,000 | AID 602429, 2012; in the data active means inhibition above about 37%
Neddyl block: inhibitors of cullin neddylation, primary screen, biochemical, TR-FRET, uHTS, NAE and Ubc12 | NEDD8-conjugating enzyme Ubc12 (Homo sapiens) + NEDD8-activating enzyme E1 regulatory … | calls only at 25 µM | hit rate 0.58% among 360,000 | AID 651699, 2012; in the data active means inhibition above about 36%
CSN inh: inhibitors of CSN-mediated cullin deneddylation, primary screen, biochemical, fluorescence polarization, uHTS. COP9 signalosome complex subunit 5 (Homo sapiens), Q92905. Purified CSN, SCF-Nedd8-OG deneddylation. inhibition, % at 12.5 µM. hit rate 0.38% among 360,000. AID 651999, 2013;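 active means pattern-corrected inhibition above about 35%, with an unprinted fluorescence ratio check between 0.5 and 1.5, limit read from the data, passing the limit was not always enough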;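 further: 0% = enzyme with substrate and 100% = substrate without enzyme; some results filed as inactive read as strong as hits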
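assay system = purified human Csn5 enzyme expressed in HEK293T cells | amount = 0.24 nM enzyme | buffer or medium = Tris/NaCl/DTT buffer, pH 7.5 | reagent = 10 nM SCFSkp2-Nedd8OG | compound = one concentration, 12.5 µM, 0.25% DMSO | times = 90 min reaction at room temperature | signal = FP | read-out basis = % inhibition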
The depositor's hits bear a star; i = inactive; . = no result given. This is a random part of the collection; 3.8% or so of the library scored in one or more.

cpd	SMILES	Scp-1 inhibitor	Rin1 Abl inh	LMPTP block	DNMT1 inh	STEP block	Rpn11 block	NadD block	SUMO1-SIM PPI	Neddyl block	CSN inh
1	COc1ccc(OCC(=O)Nc2cccc3ncccc23)cc1	44.7	1.5	-0.2	-7.7	-2.6	i	-1.4	3.8	i	-3.0
2	O=[N+]1C2=C(CCCC2)N([O-])C12CCCC2	-8.0	0.5	-1.1	-2.4	-1.7	i	2.2	-3.7	i	2.7
3	CCC(Sc1nnnn1C)C(=O)Nc1ccc(C(C)=O)cc1 (configuration not stated)	7.1	0.9	-2.1	1.4	4.8	i	-2.9	-7.0	i	-10.1
4	Cc1cccc(C)c1NC(=O)C(c1ccc([N+](=O)[O-])cc1)N(C)C(=O)c1ccccn1 (configuration not stated)	-9.3	-0.8	0.0	0.1	4.4	i	-2.6	-17.3	i	2.3
5	Cc1ccc(-c2csc(N3CCC[C@@H]3C(=O)NCCn3c(-c4ccncc4)nc4ccccc43)n2)cc1	-4.9	-3.6	0.4	-1.3	-0.1	i	3.8	1.7	i	-3.3
6	Cc1cc(C)c2nc(N3CCC(C(=O)NCCCN4CCCCC4)CC3)sc2c1	-5.5	-0.9	-1.5	-0.6	1.9	i	-5.1	4.4	i	-5.7
7	COC(=O)c1c(NC(=O)C2COc3ccccc3O2)sc2c1CCN(C(=O)OC)C2 (configuration not stated)	.	-2.0	3.1	-7.7	-4.1	i	1.2	-22.3	i	3.6
8	C/C=C/c1ccc(OCCCCn2cncn2)c(OC)c1	-4.7	9.6	-1.8	-6.7	1.6	i	1.2	0.1	i	-3.6
9	CC1=C(C)CC2(SC1)C(=O)N(c1ccccc1)N=C2N (configuration not stated)	-1.7	-0.1	-1.2	0.3	-1.2	i	-3.9	5.4	i	-6.5
10	CCCc1ccc(OCc2ccc(C(=O)NN)o2)c(OC)c1	-5.7	-0.5	-2.4	-0.4	-1.4	i	-2.7	6.3	i	-0.9
11	O=C(Nc1cccc(S(=O)(=O)NC2=NCCC2)c1)C1CCC1	-7.3	-0.9	-1.8	3.4	-0.7	i	-3.7	1.8	i	0.6
12	CC1=C/C(=C/N(C)c2ccccc2)C(=O)S1	-2.3	-0.8	0.9	-3.7	5.9	i	1.0	-0.7	i	0.2
13	COc1ccc(S(=O)(=O)Cc2ccc(C(=O)N3CCN(c4cccc(C)c4)C(C)C3)o2)cc1 (configuration not stated)	-12.2	-3.6	1.3	2.3	-0.1	i	3.8	1.3	i	0.3
14	COCCNC(=O)Cn1cc2c(n1)CCCCC2	-8.0	-0.4	1.0	-1.6	-1.0	i	4.2	42.7*	i	-8.4
15	COc1cc(/C=N/N2C(=O)c3ccccc3C2=O)ccc1O	-7.6	0.9	-0.1	0.8	-3.0	i	-1.3	-13.0	i	4.8
16	O=S(=O)(/C=C/c1ccccc1)Nc1ccc2c(c1)OCO2	0.3	-1.3	0.1	-2.1	-3.7	i	-5.0	7.7	i	-0.5
17	CCCn1c(SCC(=O)NC(=O)Nc2ccc(C)cc2C)n[nH]c1=O	-2.7	-2.5	-1.6	6.2	-4.8	i	6.6	-0.4	i	-4.1
18	CSc1cccc(NC(=O)C(C)NS(=O)(=O)c2ccc(F)cc2)c1 (configuration not stated)	-10.7	-0.4	-0.2	-2.9	-0.3	i	3.9	1.0	i	2.7
19	Cn1cc(CN2CCC(n3nccc3NC(=O)CCCc3ccccc3)CC2)cn1	-5.3	-0.1	-1.4	0.7	-3.0	i	-5.4	0.5	i	-1.2
20	CCC(C)c1ccccc1N1CC(C(=O)N2CCN(S(=O)(=O)c3ccc(F)cc3)CC2)CC1=O (configuration not stated)	-0.1	0.3	0.1	-4.9	-2.1	i	-3.7	3.8	i	5.6
21	COc1ccc(OC)c(C2=NOC(C(=O)N3CCN(c4ccccc4)CC3)C2)c1 (configuration not stated)	-0.3	1.9	0.5	-2.0	-0.5	i	3.2	-1.1	i	-2.7
22	CCOc1ccc(CN(C)CCc2ccccn2)cc1	-5.3	-0.1	-1.6	-3.4	0.4	i	-0.9	-0.4	i	-5.5
23	O=C(NCc1ccccc1)c1ccc(Oc2ccc(C(=O)NCc3ccccc3)cc2)cc1	-2.2	-0.5	4.4	-1.5	-3.5	i	9.5	1.9	i	-2.9
24	O=C(COC(=O)/C=C/c1ccccc1Cl)NCCNC(=O)COC(=O)/C=C/c1ccccc1Cl	-10.7	1.7	-1.1	2.5	1.8	i	2.6	0.7	i	-4.3
25	COc1ccc(CCNC(=O)CCN2C(=O)[C@@H]3Cc4ccccc4CN3C2=O)cc1	-3.8	1.4	0.5	-0.2	0.8	i	-3.3	0.3	i	-3.1
26	Cc1cccc(NC(=O)CNC(=O)CN2C(=O)NC3(CCCCC3C)C2=O)c1C (configuration not stated)	-2.3	2.8	-0.7	3.6	-0.9	i	2.4	1.6	i	-6.5
27	O=[N+]([O-])c1ccc(S(=O)(=O)Nc2cccc(-c3ccc(N4CCCC4)nn3)c2)cc1	33.2	-0.2	3.7	-2.4	3.1	i	24.6	-9.5	i	-0.2
28	c1ccc(-c2nnc3n2CCCC3)cc1	-9.2	-0.8	-1.9	-1.9	2.0	i	-0.8	-2.1	i	7.3
29	COc1ccc(NC(=O)/C(=C\c2ccc(F)cc2)NC(=O)c2ccco2)cc1	4.4	-2.6	-1.2	1.8	0.4	i	-3.3	0.6	i	-3.7
30	c1ccc2c(c1)oc1c(NCCCn3ccnc3)ncnc12	0.8	5.0	1.4	-1.6	0.8	i	-2.1	3.2	i	-3.3
31	CCOC(=O)Cc1c(C)nc2c(-c3ccccc3OC)c(C)nn2c1C	-5.2	-8.3	0.4	1.4	-0.1	i	2.9	1.7	i	-2.0
32	CC(C)(C)NC(=O)CN(C(=O)CS(=O)CC(=O)Nc1ccc(F)cc1)c1cccc(F)c1 (configuration not stated)	-3.0	2.5	0.0	0.1	-1.6	i	5.8	2.0	i	-1.6
33	Cc1cccc(NC(=S)/N=C(\N)Nc2nc(C)c3ccc(C)cc3n2)c1	14.8	-1.8	0.4	0.3	-0.9	i	12.8	1.8	i	3.3
34	NCC(O)CN(c1ccccc1)c1ccccc1 (configuration not stated)	-9.9	0.2	-0.9	1.9	0.2	i	4.4	4.8	i	-6.4
35	Cc1ccc(C2=C/C(=C\c3cccnc3)C(=O)O2)cc1	14.5	-1.2	0.8	1.8	-1.7	i	10.1	-6.3	i	1.7
36	CC(C)[C@H]1CC[C@@H](C)C(C(=O)c2ccccc2)C1=O (some centres not stated)	-4.9	1.9	0.5	-1.7	-1.2	i	-2.7	-0.4	i	1.3
37	CC(C)(C)CN1CCN(Cc2nc(-c3ccc(F)cc3)cs2)CC1CCO (configuration not stated)	-11.7	1.7	-0.5	4.5	-0.1	i	-1.5	3.4	i	0.3
38	CCc1ccccc1NC(=S)NCc1ccc2c(c1)OCO2	-6.4	2.2	0.5	1.1	0.2	i	-4.3	-0.7	i	-7.1
39	CCCCNC(=S)N(C)/N=C/c1c(F)cccc1F	-9.8	1.9	1.8	9.3	2.7	i	5.0	-4.7	i	-2.7
40	Nc1ncnc2c1ncn2C1CCCC1	16.5	1.5	-2.1	5.7	-1.8	i	-1.3	-0.2	i	-4.5
41	NC(CSC12CC3CC(CC(C3)C1)C2)C(=O)O (configuration not stated)	-14.9	3.7	-1.5	0.7	-1.5	i	4.0	4.7	i	3.4
42	CCOC(=O)C1CCCN(C(=O)c2cn(CC(C)C)c(=O)c3cc(OC)c(OC)cc23)C1 (configuration not stated)	-6.7	1.3	-2.1	-1.8	0.2	i	0.9	2.8	i	-1.9
43	CC1(C(=O)NS(=O)(=O)c2cccc(C#N)c2)CCN1C(=O)C1CCCCC1 (configuration not stated)	.	0.7	-3.2	0.8	3.0	i	-7.5	9.7	i	0.9
44	CCn1cc(C2=NC(C)CO2)c2ccccc21 (configuration not stated)	0.0	-2.4	1.1	6.2	0.3	i	-5.1	-1.9	i	-1.9
45	CCN1c2ccccc2-c2nc3ccccc3n2C1c1ccncc1 (configuration not stated)	2.6	-0.5	1.4	-0.7	-1.4	i	-4.8	1.1	i	5.5
46	O=C(c1cn(-c2ccccc2)nc1-c1ccncc1)n1nnc2ccccc21	8.1	2.0	-2.9	1.1	3.5	i	11.6	-1.1	i	0.5
47	Cn1cc(-c2coc3c(C(=O)NCc4ccco4)cccc23)cn1	.	-1.4	-0.3	1.2	3.5	i	0.9	14.5	i	-0.3
48	COc1ccc(Br)cc1/C=N/NC(=O)CN1CCCCC1	-1.9	-0.8	-0.3	-1.7	0.0	i	-1.9	-7.2	i	-5.4
49	Cc1cccc(OCC(=O)Nc2ccc(C(=O)O)cc2NC(=O)COc2cccc(C)c2)c1	-5.5	-0.3	0.5	-0.8	-0.9	i	-2.9	1.3	i	3.8
50	O=C(NCCC(=O)N1CCCCCCC1)c1ccc(Cl)cc1	1.0	0.5	-5.9	-1.5	-0.8	i	3.9	-23.4	i	3.2
51	CCN(Cc1ccc2c(c1)OCCO2)C(=O)CN1C(=O)NC2(CCc3ccccc32)C1=O (configuration not stated)	-12.1	-0.6	0.1	2.2	-0.1	i	0.7	-5.0	i	0.9
52	O=C(CN1C(=O)NC2(CCCCCCC2)C1=O)Nc1ccc(OC(F)F)cc1	-6.8	-1.7	0.7	-4.6	-2.1	i	-2.9	-2.2	i	1.0
53	COC(=O)c1cc(-c2cccc([N+](=O)[O-])c2)c2c(=O)n(C)c(=O)n(C)c2n1	-4.0	-1.5	-0.2	-5.3	1.4	i	-8.3	-13.5	i	-3.2
54	CC1(C)CC(C)(c2ccc(O)cc2O)N(c2cccc(Cl)c2)C(=S)N1 (configuration not stated)	3.0	2.0	-0.6	-15.3	-3.3	i	7.4	0.0	i	3.0
55	NC(=O)c1nsc(C(=O)N(c2ccccc2)C(C(=O)NCc2ccc(F)cc2)c2ccc(O)cc2)c1N (configuration not stated)	-10.1	-0.9	2.1	-6.6	-3.6	i	-0.4	-22.7	i	-0.2
